Screening data: PubChem, National Center for Advancing Translational Sciences (NCATS)
Pol eta inh: inhibitors of human DNA polymerase eta | Potency, µM (series often up to 114 µM), inactives show at the top dose activity change, negative = inhibition, most hits filed as inhibitors | recombinant Pol eta, fluorescent DNA replication assay | 390,000 compounds, 1.2% hits | AID 588591 | Q9Y253; also: % is scaled to controls: 0 for no effect and ±100 for the full control effect
Target sequence (Q9Y253 whole entry, looked up): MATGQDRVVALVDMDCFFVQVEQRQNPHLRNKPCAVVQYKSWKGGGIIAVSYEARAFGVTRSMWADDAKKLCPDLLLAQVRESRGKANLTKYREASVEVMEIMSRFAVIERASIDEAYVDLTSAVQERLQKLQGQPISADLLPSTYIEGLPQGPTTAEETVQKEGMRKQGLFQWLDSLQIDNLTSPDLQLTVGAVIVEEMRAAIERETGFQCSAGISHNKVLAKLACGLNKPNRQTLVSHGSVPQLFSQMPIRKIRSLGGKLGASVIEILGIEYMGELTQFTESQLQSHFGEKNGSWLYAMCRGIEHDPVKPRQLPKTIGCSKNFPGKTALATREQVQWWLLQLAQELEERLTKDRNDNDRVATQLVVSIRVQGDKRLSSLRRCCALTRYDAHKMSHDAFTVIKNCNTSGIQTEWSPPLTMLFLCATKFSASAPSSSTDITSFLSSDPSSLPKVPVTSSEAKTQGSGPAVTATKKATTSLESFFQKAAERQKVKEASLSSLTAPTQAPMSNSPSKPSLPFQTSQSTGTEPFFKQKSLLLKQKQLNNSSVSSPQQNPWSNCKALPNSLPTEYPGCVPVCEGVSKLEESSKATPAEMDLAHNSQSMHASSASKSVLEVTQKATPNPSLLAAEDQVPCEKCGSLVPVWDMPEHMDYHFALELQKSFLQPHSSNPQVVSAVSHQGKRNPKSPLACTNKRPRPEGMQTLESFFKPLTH
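Pol eta at 10 nM preincubated with compounds 15 min at room temperature; reaction started with fluorescent substrate (50 nM final) and read kinetically at 0 and 10 min.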
Pol beta inh: blocks human DNA polymerase beta activity | P06746 | Pol beta primer extension/strand displacement, fluorescence kinetic | Potency, µM (titrated, usually from 114 µM), for the others: top-dose activity change, negative = inhibition, usual class: inhibitors | 340,000 compounds, 1.3% hits | AID 485314; also: % is scaled to controls: 0 for no effect and ±100 for the full control effect
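Pol beta (10 nM) and compounds were preincubated 15 min at room temperature, then 50 nM substrate (final) started primer extension/strand displacement. Reads were taken at 0 and 10 min; concentration-response data were fitted to a four-parameter Hill equation.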
POLK inh: blocks human DNA polymerase kappa activity; Q9UBT6; purified Pol kappa, fluorescent DNA synthesis assay, 10 min; Potency, µM (highest dose often 107 µM), for the others: top-dose activity, negative = inhibition, hits mostly inhibitors; 400,000 compounds, 0.53% hits; also: % is scaled to controls: 0 for no effect and ±100 for the full control effect
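Kinetic fluorescence readout at 0 and 10 min followed reaction start with substrate at 50 nM final. Beforehand, enzyme (10 nM Pol kappa) stood 15 min with compound at room temperature; buffer-only wells were negative controls.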
BLM inh: Bloom syndrome helicase (human) inhibition; recombinant BLM DNA unwinding, fluorescence dequenching; 350,000 compounds, 0.2% hits; Potency, µM (highest dose often 56.1 µM), for the others: at the highest dose activity change, negative = inhibition, usual class: inhibitors;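 also: plate controls were vehicle for no effect and no enzyme for full effect; nearly all actives have a fitted effect of over 35% in size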
BAZ2B block: inhibitors of human BAZ2B bromodomain; Q9UIF8; AlphaScreen BAZ2B-H3K14Ac peptide displacement; 360,000 compounds, 4.4% hits; Potency, µM (highest dose often 114 µM), without a hit: top-dose activity change, negative = inhibition, most hits filed as inhibitors; also: % is scaled to controls: 0 for no effect and ±100 for the full control effect; nearly all actives have a fitted effect of over 60% in size
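Compounds, titrated to a top concentration of 110 uM, were incubated 30 min at room temperature with preformed BAZ2B/acetyl-K14 H3 peptide complex (50 nM each). Proximity signal was measured by AlphaScreen after 20 min with beads.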
Anesthetic bind: binds horse apoferritin like a general anesthetic. P02791. apoferritin/1-aminoanthracene competitive binding, fluorescence. Potency, µM (doses to about 77.5 µM), inactives show at the top dose activity change, negative = displacement, usual class: inhibitors. 350,000 compounds, 0.074% hits. AID 485281; also: % is scaled to controls: 0 for no effect and ±100 for the full control effect; nearly all actives have a fitted effect of over 20% in size
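10 uM apoferritin + 50% sat. 1-AMA, PBS; cpd 10 min RT; Ex380/Em535 endpoint; normalized to free probe vs complex; 4-param Hill fit; propofol titration as pos. ctrl.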
Pol iota inh: inhibitors of human DNA polymerase iota. Q9UNA4. Pol iota fluorescent replication assay, 10 min. Potency, µM (highest dose often 115 µM), for inactives: at the highest dose activity, negative = inhibition, actives largely listed as inhibitors. 390,000 compounds, 1% hits. AID 588590
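Pol iota at 10 nM preincubated 15 min with compounds at room temperature; reaction started with fluorescent substrate, 50 nM final. Fluorescence read kinetically at 0 and 10 min; buffer-only wells as negative control.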
G9a block: G9a (human) methyltransferase inhibition. Q96KQ7. G9a H3K9 monomethylation, AlphaScreen, 2 h. Potency, µM (top dose mostly 102 µM), for the others: top-dose activity, negative = inhibition, most hits filed as inhibitors. 350,000 compounds, 8.8% hits. AID 504332; also: % is scaled to controls: 0 for no effect and ±100 for the full control effect; nearly all actives have a fitted effect of over 75% in size
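AlphaScreen detection with an anti-monomethyl H3K9 antibody quantified product after a 2 h room-temperature reaction containing 500 nM biotinylated H3K9 peptide, 20 µM SAM and 20 nM enzyme, which had been preincubated 15 min with compound.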
APEX1 inh: inhibitors of human APE1 endonuclease; Potency, µM (series often up to 65.8 µM), without a hit: top-dose activity change, negative = inhibition, usual class: inhibitors; 350,000 compounds, 0.35% hits; recombinant APE1, TAMRA/BHQ-2 abasic DNA cleavage fluorescence;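 also: plate controls were vehicle for no effect and reference inhibitor for full effect; nearly all actives have a fitted effect of over 55% in size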
Target sequence (P27695 whole entry, looked up): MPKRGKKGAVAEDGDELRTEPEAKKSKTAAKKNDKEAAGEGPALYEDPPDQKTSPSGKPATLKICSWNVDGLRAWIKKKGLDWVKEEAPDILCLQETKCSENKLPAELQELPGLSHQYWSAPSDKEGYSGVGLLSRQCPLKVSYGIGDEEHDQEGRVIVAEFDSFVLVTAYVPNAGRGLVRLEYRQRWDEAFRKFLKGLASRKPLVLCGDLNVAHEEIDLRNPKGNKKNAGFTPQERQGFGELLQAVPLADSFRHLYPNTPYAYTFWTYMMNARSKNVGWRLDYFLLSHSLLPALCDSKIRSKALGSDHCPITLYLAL
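0.75 nM APE1 + cpd, 15 min RT; start w/ 50 nM TAMRA/BHQ-2 THF-abasic dsDNA; kinetic fluor 525/598 nm ×3 reads @60 s; Δ(read3−read1); normalized to DMSO and NSC13755 control wells.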
* hit, by the source's call; ? = inconclusive; · = not tested or not shown; & = joins results of further samples; [ ] = another dose, or the depositor's remark. Calls follow the shape of the dose curve; as a rule, active = well fitted curve in the direction sought with a large enough effect; inconclusive = small, poorly fitted or top-dose-only effect, or another doubt; inactive = no such curve, though single readings can be large; an effect the other way counts as inactive or inconclusive. Potency is read from the fitted curve at half-maximal effect.

Results follow in this order: Pol eta inh	Pol beta inh	POLK inh	BLM inh	BAZ2B block	Anesthetic bind	Pol iota inh	G9a block	APEX1 inh
Cc1ccc(S(=O)(=O)N/N=C/c2cccc3nccnc23)cc1
  -6%	-27%	2%	-6%	-8%	-3%	41%[activator]	·	0%
CC1CCN(C(=O)CSc2nnc(CNC(=O)c3ccco3)o2)CC1
  4%	22%	-3%	2%	4%	4%	4%	-5%	3%
Cc1cccc(NC(=O)C(=O)NCc2ccccn2)c1
  4%	36%	-1%	5%	-3%	-9%	-32%	-42%[59 µM]	18%
CCOc1ccc(CN2C(=O)c3ccccc3C2=O)cc1C(=O)Nc1nnc(SCC)s1
  -9%	-8%	-6%	6%	-5%	-8%	36%[activator]	-47%[59 µM]	4%
CC(NCc1ccc(S(N)(=O)=O)cc1)C(=O)NCc1ccccc1 (stereo unspecified)
  -12%	45%	11%	-2%	6%	5%	-3%	11%	-12%
COc1ccc(NC2c3ccccc3C(=O)N2c2ccccn2)cc1Cl (stereo unspecified)
  -17%	18%	-11%	-6%	?	-17%	?	?	-9%
CCN(CC)C(=O)CSc1nc2ccccc2c(=O)n1-c1ccccc1OC
  -13%	-1%	-14%	1%	-4%	-12%	3%	?	-7%
CCCc1nc2ccccc2n1Cc1ccccc1OC
  -18%	-2%	-15%	-5%	-22%	-21%	174%[activator]	32%[activator]	10%
CC(C)(C)C(=O)NCc1ccc(C(=O)CSc2nnc(-c3ccncc3)n2C2CC2)s1
  0%	·	-23%	·	-3%	·	54%[activator]	-39%	-13%
CSc1sc(C(=O)N(C)C)cc1S(=O)(=O)C(C)C
  4%	4%	5%	-3%	-35%	4%	13%	-20%	-1%
CCc1c(O)nc(SC2CC(=O)N(c3ccccc3)C2=O)[nH]c1=O (stereo unspecified)
  -9%	26%	-22%	0%	-31%	?	0%	38%[0.501 µM]	1%
COc1ccccc1Nc1ncnc2c1nc1n2CCCCC1
  -2%	7%	0%	2%	3%	1%	38%[activator]	3%[59 µM]	·
O=C(Nc1cc(S(=O)(=O)Nc2ccc(Cl)cc2)ccc1O)c1ccc(S(=O)(=O)N2CCCCCC2)cc1
  ?	5.6µM*	-21%	?	?	-16%	?	-115%[59 µM]	-4%
Cc1ccc(F)cc1NC(=O)CCc1c(C)[nH]c(=O)c(C#N)c1C
  -18%	12%	-21%	-5%	-1%	-7%	52%[activator]	-7%	4%
COc1ccc(CC(=O)NC2CC(=O)N(c3ccc(C)c(C)c3)C2)cc1OC (stereo unspecified)
  -15%	16%	-10%[60.1 µM]	2%	-5%	5%	21%	10%[59 µM]	·
CCOC(=O)c1sc(N/N=C/c2ccccc2)nc1C
  -21%	30%	-2%	-4%	-6%	70%[activator]	29%	2µM*	-2%
COCCN(C(=O)c1ccco1)c1nnc(-c2ccc(OC)c(OC)c2)s1
  0%	48%	-4%	6%	-2%	-3%	8%	15%[59 µM]	0%
CCN1C(=O)N[C@@H](c2ccccc2)C(C(=O)OC)=C1C
  -4%	·	-1%	-3%[12.4 µM]	·	·	3%	·	-2%[12.4 µM]
COc1ccccc1-c1cc(C(=O)NCCN2CCOCC2)no1
  -18%	45%	-7%	2%	0%	-8%	?	-30%	1%
CCC(=O)NCCCCCCCCCNC(=O)CC
  -6%	-1%	-19%	0%	3%	-2%	6%	5%	10%
CN(C(=O)c1cccnc1)c1nnc(-c2ccccn2)s1
  -8%	73%	7%	-2%	56µM*	4%	6%	?	0%
CCN(C(=O)C1CCC(CNS(=O)(=O)c2cccc3nsnc23)CC1)c1ccc(C)c(C)c1 (stereo unspecified)
  -25%	32%	1%	-10%	?	?	21%	-49%[59 µM]	·
CCOc1cc(C(=O)NC)cc(Br)c1OC
  -12%	6%	-5%	-4%	-20%	-4%	72%[activator]	-35%	1%
COCC(=O)N(C)c1nnc(-c2ccccn2)s1
  -12%	1%	-2%	0%	56µM*	1%	11%	2%[12.7 µM]	5%
Cn1cc(C(=O)N/N=C/C=C/c2ccccc2)ccc1=O
  -8%	17%	-10%	-8%	-35%	3%	8%	13%[59 µM]	0%
CC1CCc2cc(F)ccc2N1S(=O)(=O)c1ccc(F)cc1 (stereo unspecified)
  -16%	-22%	-7%	-6%	25%	-12%	31%[activator]	9%	12%
CCN1CCN(c2ccc(S(=O)(=O)N3CCCC3)cn2)CC1
  -12%	6%	-13%	-1%	-12%	-2%	107%[activator]	?	-1%
COc1cc(OC)cc(C(=O)NNC(=O)CN2C(=O)NC3(CCCC3)C2=O)c1
  -6%	·	5%	·	-2%	·	6%	-8%[2.33 µM]	12%
O=C(COc1ccc(Cl)cc1)NCc1nnc(SCC(=O)N2CCCC2)o1
  -10%	12%	4%	-3%	-18%	-5%	29%	15%[59 µM]	-6%
CCOc1ccc(NC(=S)N(C)C)cc1
  -21%	14%	-5%	-1%	-3%	1%	20%	·	15%
O=C(NCCc1ccc(Cl)cc1)c1ccc(Cn2c(=O)c3cccn3c3cccnc32)cc1
  ?	11µM*	-28%	-17%	?	-2%	?	?	·
Cc1ncc([N+](=O)[O-])n1CC(=O)Nc1ccc(F)cc1
  -18%	29%	1%	-4%	-18%	-4%	142%[activator]	10%	3%
COc1ccc(-n2c(SCc3nc(-c4ccc(C)cc4)no3)nnc2-c2ccncc2)cc1
  -18%	-2%	0%	-3%	-37%	?	11%	-3%[59 µM]	·
CCOC(=O)C1(Cc2cccc(F)c2)CCN(C(=O)c2cnc(C)cn2)CC1
  -2%	33%	-8%	-2%	-1%	-6%	15%	·	9%
O=C(Cn1nc(C(F)(F)F)c2c1CCC2)Nc1ccccc1C(F)(F)F
  -13%	1%	-13%	-3%	-1%	-8%	14%	27%[59 µM]	-4%
CCC1CCC(C(=O)NC(C(=O)NCCN(CC(C)C)CC(C)C)C(C)C)CC1 (stereo unspecified)
  -27%	2%	-4%	1%	6%	-3%	7%	4%[59 µM]	·
O=C(Nc1ccc(C(=O)O)cc1)/C(=C\c1ccco1)NC(=O)c1ccccc1Cl
  ?	9%	-37%	-5%	?	37%[activator]	?	-17%	-5%
CCNC(=O)c1ccc(CSc2nc3ccccc3s2)cc1
  -16%	11%	-5%	-1%	-9%	-12%	49%[activator]	?	3%
COC(=O)C1=C(C)N(C)C(=S)N(C)C1c1ccc(OC)cc1 (stereo unspecified)
  -8%	2%	-1%	-5%	-3%	-11%	66%[activator]	30%[0.0925 µM]	0%
CC(=O)c1c(COC(=O)c2ccc(F)cc2)nc2ccccc2[n+]1[O-]
  -12%	24%	0%	-3%	-8%	-5%	19%	1%	1%

Continued, overlapping the part above by four compounds.
Results follow in this order: Pol eta inh	Pol beta inh	POLK inh	BLM inh	BAZ2B block	Anesthetic bind	Pol iota inh	G9a block	APEX1 inh
O=C(Nc1ccc(C(=O)O)cc1)/C(=C\c1ccco1)NC(=O)c1ccccc1Cl
  ?	9%	-37%	-5%	?	37%[activator]	?	-17%	-5%
CCNC(=O)c1ccc(CSc2nc3ccccc3s2)cc1
  -16%	11%	-5%	-1%	-9%	-12%	49%[activator]	?	3%
COC(=O)C1=C(C)N(C)C(=S)N(C)C1c1ccc(OC)cc1 (stereo unspecified)
  -8%	2%	-1%	-5%	-3%	-11%	66%[activator]	30%[0.0925 µM]	0%
CC(=O)c1c(COC(=O)c2ccc(F)cc2)nc2ccccc2[n+]1[O-]
  -12%	24%	0%	-3%	-8%	-5%	19%	1%	1%
COC(=O)c1ccc(NC(=O)CSc2nc3ncccc3[nH]2)cc1
  9%	-29%	-4%	1%	-1%	-10%	80%[activator]	1%	-1%
COc1cccc(N(CC(=O)O)S(=O)(=O)c2ccccc2)c1
  -13%	1%	-2%	-9%	22%	30%	4%	-29%[59 µM]	7%
O=C(CCN1C(=O)COc2ccccc21)NCc1cccs1
  -7%	43%	-9%	-3%	4%	-6%	10%	-4%[0.501 µM]	-7%
O=C(c1ccc(Cl)cc1)N1CCC(N2CCC(C(=O)N3CCOCC3)CC2)CC1
  -5%	8%	-3%	-4%	-17%	-8%	4%	16%	22%
COc1ccc(Cl)cc1C(=O)NNC(=O)c1n[nH]c2ccccc12
  -1%	·	-1%	·	7%	·	12%	?	18%
O=C(NC1CCCC1)C1CC(O)CN1C(=O)Nc1ccccc1 (stereo unspecified)
  -10%	59%	-6%	-2%	6%	-1%	-13%	-3%	5%
O=C(N/N=C/c1ccco1)c1cc2ccccc2o1
  -19%	13%	-3%	0%	-23%	5%	4%	-6%	47%
C#C[C@]1(O)CC[C@H]2[C@@H]3CCc4cc(OC5CCCC5)ccc4[C@H]3CC[C@@]21C
  -19%	-20%	-19%[60.1 µM]	-8%&-12%	?	-19%	26%	8%&-3%[59 µM]	?
O=C1CSC(=NC2CCCCC2)N1
  5%	-6%	4%	-1%	1%	-2%	?	13%[12.7 µM]	0%
CN(C)c1nccc(NCc2ccccc2)c1C#N
  -11%	34%	-6%	-3%	-2%	?	18%	8%[59 µM]	-6%
O=C(NCCCN1CCOCC1)/C(=C/c1ccc(F)cc1)NC(=O)c1ccccc1
  -22%	6%	-6%	0%	-9%	-4%	82%[activator]	-1%	-2%
Cc1ccsc1CCN1C(=O)N(c2ccccc2)C(=O)C1CC(=O)Nc1ccc(Cl)cc1 (stereo unspecified)
  -18%	-3%	-23%	-13%	-13%	2%	14%	-35%[59 µM]	·
CCOC(=O)C1=C(C)C(c2cccc(Oc3ccccc3)c2)NC(=S)N1 (stereo unspecified)
  -5%	24%	-19%	-11%	?	1%	55%[activator]	4%[59 µM]	17%
Cn1c(=O)c2c(nc(CN3CCN(c4ccccc4F)CC3)n2Cc2ccc(F)cc2)n(C)c1=O
  -23%	-11%	-4%	-2%	·	-3%	19%	-29%[59 µM]	·
O=C(NCC(=O)N1CCN(c2ncccn2)CC1)c1cccs1
  0%	1%	-19%	-2%	-5%	-4%	5%	24%[12.7 µM]	9%

An excerpt; the hit share may differ from the screen's.
